TRb-SRC2 inh = TRbeta-SRC2 interaction inhibition. P10828. TRbeta-SRC2 peptide binding, fluorescence polarization; receptor liganded with 1 µM T3. Potency, µM (top dose mostly 106 µM), without a hit: at the top dose activity change, negative = inhibition, hits mostly inhibitors. hit rate 0.065% among 280,000. AID 1469;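 note: potency is the fitted concentration of half-maximal effect; plate controls were bound peptide for no effect and peptide without receptor for full effect; nearly all actives have a fitted effect of over 50% in size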
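Quantitative HTS by FP: 0.6 uM TRb LBD, 20 nM labeled SRC2 20-mer, 1 uM T3, 5% DMSO; 5 hr ambient incubation; % activity per concentration and potencies from concentration series.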
NPSR antag = antagonists of human neuropeptide S receptor cAMP signaling. Q6W5P4. CHO-NPSR cells, cAMP TR-FRET, antagonist mode. Potency, µM (titrated, usually from 38.3 µM), without a hit: top-dose activity change, negative = inhibition, hits mostly inhibitors. hit rate 1% among 220,000. AID 1461; note: potency is the fitted concentration of half-maximal effect; % is set by controls: 0 for no effect and ±100 for the full control effect; nearly all actives have a fitted effect of over 50% in size; many of its hits are not listed in these tables
Target sequence (Q6W5P4 whole entry, looked up): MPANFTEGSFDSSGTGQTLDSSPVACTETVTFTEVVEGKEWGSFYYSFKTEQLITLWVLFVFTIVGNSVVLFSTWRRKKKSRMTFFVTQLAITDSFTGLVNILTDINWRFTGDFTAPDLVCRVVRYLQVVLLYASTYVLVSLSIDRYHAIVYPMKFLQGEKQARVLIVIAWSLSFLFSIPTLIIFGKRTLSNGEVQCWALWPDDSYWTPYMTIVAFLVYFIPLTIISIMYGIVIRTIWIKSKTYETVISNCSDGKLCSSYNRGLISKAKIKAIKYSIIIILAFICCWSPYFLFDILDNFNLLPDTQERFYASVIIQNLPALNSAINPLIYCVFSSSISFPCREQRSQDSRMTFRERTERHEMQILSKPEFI
Epigenetic derep = epigenetic control regulation, reporter derepression | Potency, µM (highest dose often 53.9 µM), for inactives: at the highest dose GFP activation, actives largely listed as activators | AID 1865 | hit rate 0.2% among 280,000 | murine LDR cells, GFP reporter derepression, 30 h; note: potency is the fitted concentration of half-maximal effect; % of control where 0% means no effect; nearly all actives have a fitted effect of over 60% in size
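Murine LDR cells bearing a silenced CMV-driven GFP reporter were exposed to compound for 30 h at 37 C. After PBS washes, GFP-positive cells (20-120 um objects) counted by laser-scanning microplate cytometry.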
Tau FP inhib = blocks human tau fibril formation measured by polarization. P10636. K18 P301L tau heparin fibrillization, Alexa594 FP, 6 h. Potency, µM (series often up to 57.7 µM), without a hit: top-dose activity, negative = inhibition, actives largely listed as inhibitors. hit rate 0.39% among 280,000. AID 1468; note: potency is the fitted concentration of half-maximal effect; % is set by controls: 0 for no effect and ±100 for the full control effect; nearly all actives have a fitted effect of over 55% in size
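FP of Alexa 594-tau after heparin (20 uM) induction. Substrate: human K18 P301L, 15 uM unlabeled, 0.24 uM labeled. Buffer 100 mM sodium acetate pH 7. 6 hr, 37 C.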
CBFb-RUNX1 inh = CBF-beta/RUNX1 interaction disruption; AlphaScreen CBFb-His/RUNX1-biotin binding, biochemical; Q01196+Q13951; 230,000 tested, under 10 active; Potency, µM (highest dose often 59.8 µM), for the others: at the highest dose activity, negative = inhibition, hits mostly inhibitors; note: % of control where 0% means no effect
Target sequence (Q01196 whole entry, looked up): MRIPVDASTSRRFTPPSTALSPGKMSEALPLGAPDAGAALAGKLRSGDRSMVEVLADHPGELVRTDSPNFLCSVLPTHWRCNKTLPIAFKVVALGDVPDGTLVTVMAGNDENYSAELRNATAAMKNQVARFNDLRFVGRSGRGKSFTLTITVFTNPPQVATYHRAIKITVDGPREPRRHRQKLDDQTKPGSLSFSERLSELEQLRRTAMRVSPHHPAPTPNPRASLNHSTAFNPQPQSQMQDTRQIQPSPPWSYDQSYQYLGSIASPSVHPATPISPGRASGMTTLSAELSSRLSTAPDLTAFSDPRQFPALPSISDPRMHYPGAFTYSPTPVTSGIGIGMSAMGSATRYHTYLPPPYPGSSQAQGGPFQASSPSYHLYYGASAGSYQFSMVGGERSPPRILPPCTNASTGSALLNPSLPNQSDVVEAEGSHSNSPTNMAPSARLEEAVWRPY
Target sequence (Q13951 whole entry, looked up): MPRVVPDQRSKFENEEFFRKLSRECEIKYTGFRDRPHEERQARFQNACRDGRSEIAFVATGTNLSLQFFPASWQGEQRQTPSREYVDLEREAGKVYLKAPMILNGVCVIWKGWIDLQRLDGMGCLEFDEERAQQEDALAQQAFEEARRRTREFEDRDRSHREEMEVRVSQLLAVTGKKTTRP
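Interaction loss through any mechanism counts as activity. Pre-formed complex of His-CBF-beta and biotin-RUNX1 (30 nM apiece) is incubated with compound 15 min, then with 50 ng nickel and 50 ng streptavidin beads for 90 min before AlphaScreen detection.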
Tau fluor cs = counter-screen for tau fibril formation inhibitors. tau K18 P301L (four-repeat tau fragment) Alexa594 fluorescence, heparin fibrillization. Potency, µM (doses to about 57.7 µM), without a hit: at the top dose activity change, negative = decrease. hit rate 0.93% among 280,000. AID 1463; note: potency is the fitted concentration of half-maximal effect; % is set by controls: 0 for no effect and ±100 for the full control effect; nearly all actives have a fitted effect of over 55% in size
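Human K18 P301L tau (15 uM unlabeled plus 0.24 uM Alexa 594-labeled, final) in 100 mM sodium acetate pH 7 was mixed with compound and 20 uM heparin and incubated 6 hr at 37 C.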
GLA spleen mod = inhibits or activates alpha-galactosidase in human spleen homogenate; P06280; human spleen homogenate, 4MU-alpha-Gal fluorescence, 40 min; Potency, µM (top dose mostly 80 µM), without a hit: top-dose activity change, negative = inhibition, hits mostly inhibitors; hit rate 0.008% among 240,000; AID 2107;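 note: potency is the fitted concentration of half-maximal effect; 0% = enzyme with vehicle and -100% = no enzyme basal signal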
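qHTS titration in buffer at pH 5.0. Alpha-galactosidase activity in spleen homogenate was measured via 4-methylumbelliferone release from 1 mM fluorogenic substrate after 40 min at 37C and a pH 10 stop. AC50 came from Hill fits of control-normalized data.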
TR SRC2 fluor cs = alters Texas Red total fluorescence, flagging assay interference. TRb/SRC2 Texas Red total fluorescence interference. Potency, µM (series often up to 106 µM), for inactives: at the highest dose fluorescence change, negative = quenching. hit rate 0.29% among 280,000. AID 1479; active = well fitted curve in either direction with a large enough effect; inconclusive = small, poorly fitted or top-dose-only effect; note: potency is the fitted concentration of half-maximal effect; % is set by controls: 0 for no effect and ±100 for the full control effect
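Flags fluorescent or light-absorbing compounds by total fluorescence, S + 2P, at 555 nm excitation and 632 nm emission. Mixture: 20 nM Texas Red SRC2 peptide, 0.6 uM human TRb LBD, 1 uM T3, 5% DMSO; compound exposure 5 h at ambient temperature.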
Numbers without * were called inactive; ? = inconclusive; nt = no result given; & = joins results of further samples; [ ] = remark or other dose. Unless noted, calls come from the whole dose curve; as a rule, active = well fitted curve in the direction sought with a large enough effect; inconclusive = small, poorly fitted or top-dose-only effect, or another doubt; inactive = no such curve, though single readings can be large; an effect the other way counts as inactive or inconclusive. The list is partial, so the mix of outcomes need not match the whole.

1: O=C(NC1CC1)C1CCN(C2CCN(C(=O)Cc3ccc(F)cc3)CC2)CC1
2: O=C(COC(=O)CCc1nc2ccccc2c(=O)[nH]1)NC1CCS(=O)(=O)C1 (stereo unspecified)
3: CCOc1ccc(S(=O)(=O)N2CCC(N3CCN(Cc4ccc(F)cc4)C(=O)C3=O)CC2)cc1
4: O=C1c2oc3ccc(Cl)cc3c(=O)c2C(c2ccco2)N1CCN1CCOCC1 (stereo unspecified)
5: CCN=C1SC(C(N)=O)CC(=O)N1CC (stereo unspecified)
6: C1CCN(c2nc3nonc3nc2N2CCCCC2)CC1
7: CCn1c(=NC(=O)C2COc3ccccc3O2)sc2c(OC)ccc(OC)c21 (stereo unspecified)
8: CCn1cc(C(=S)N2CCC(C(N)=O)CC2)c2ccccc21
9: CCOc1cc(NS(=O)(=O)c2ccc(OC)cc2)c(OCC)cc1NC(C)=O
10: Cc1nc(N2CCOCC2)c2c(C(=O)N3CCN(c4ccc(Cl)cc4)CC3)c(C)oc2n1
screen / no. | 1 | 2 | 3 | 4 | 5 | 6 | 7 | 8 | 9 | 10
TRb-SRC2 inh | 3% | -2% | -6% | 1% | -11% | 3% | 0% | -1% | -4% | 0%
NPSR antag | 1% | 14% | nt | -6%[46.1 µM] | -12%[46.1 µM] | -6%[46.1 µM] | -52% | 13% | -3% | nt
Epigenetic derep | -1.8% | 2.4% | -2.4% | -1.0% | -2.9% | -0.3% | -2.7% | -1.5% | -4.2% | -0.2%
Tau FP inhib | -3% | 4% | -1% | 5% | 1% | -2% | -2% | -9% | 9% | -5%
CBFb-RUNX1 inh | 3% | 7% | nt | -5% | -2% | 0% | 2% | 13% | -5% | nt
Tau fluor cs | -9% | 5% | -2% | -3% | -4% | 1% | -15% | -8% | ? | -9%
GLA spleen mod | 7% | -15% | nt | -7% | -1% | 9% | 3% | 8% | -5% | nt
TR SRC2 fluor cs | -3% | -4% | 1% | -1% | 0% | 1% | 0% | -5% | 2% | -6%

Laid out differently: 8 of the compounds above
cpd	canonical_smiles	TRb-SRC2 inh	NPSR antag	Epigenetic derep	Tau FP inhib	CBFb-RUNX1 inh	Tau fluor cs	GLA spleen mod	TR SRC2 fluor cs
3	CCOc1ccc(S(=O)(=O)N2CCC(N3CCN(Cc4ccc(F)cc4)C(=O)C3=O)CC2)cc1	-6%	nt	-2.4%	-1%	nt	-2%	nt	1%
4	O=C1c2oc3ccc(Cl)cc3c(=O)c2C(c2ccco2)N1CCN1CCOCC1 (stereo unspecified)	1%	-6%[46.1 µM]	-1.0%	5%	-5%	-3%	-7%	-1%
5	CCN=C1SC(C(N)=O)CC(=O)N1CC (stereo unspecified)	-11%	-12%[46.1 µM]	-2.9%	1%	-2%	-4%	-1%	0%
6	C1CCN(c2nc3nonc3nc2N2CCCCC2)CC1	3%	-6%[46.1 µM]	-0.3%	-2%	0%	1%	9%	1%
7	CCn1c(=NC(=O)C2COc3ccccc3O2)sc2c(OC)ccc(OC)c21 (stereo unspecified)	0%	-52%	-2.7%	-2%	2%	-15%	3%	0%
8	CCn1cc(C(=S)N2CCC(C(N)=O)CC2)c2ccccc21	-1%	13%	-1.5%	-9%	13%	-8%	8%	-5%
9	CCOc1cc(NS(=O)(=O)c2ccc(OC)cc2)c(OCC)cc1NC(C)=O	-4%	-3%	-4.2%	9%	-5%	?	-5%	2%
10	Cc1nc(N2CCOCC2)c2c(C(=O)N3CCN(c4ccc(Cl)cc4)CC3)c(C)oc2n1	0%	nt	-0.2%	-5%	nt	-9%	nt	-6%

The listing continues.
11: Nc1cc(N)nc(SCc2nnnn2-c2ccc(Cl)cc2)n1
12: COC(=O)CNC(=O)COC(=O)c1cc(Cl)cc(Cl)c1N
13: NS(=O)(=O)c1ccc(CCNC(=O)C2CCCN(S(=O)(=O)c3cccnc3)C2)cc1 (stereo unspecified)
14: CSC(SC)=C(C(C)=O)C(=O)c1ccc(C)cc1
15: Cc1ccccc1CN(c1ccc(C(N)=O)cc1)S(C)(=O)=O
16: COc1cc(Br)c(/C=C(\C#N)c2nc3ccccc3[nH]2)cc1OC
17: CCCNC(=O)c1ccc2c(c1)N=C(CCC)c1ccccc1S2
18: O=C(CSCc1ccc([N+](=O)[O-])cc1)N/N=C/c1cccnc1
19: O=C(NCc1ccc2c(c1)OCO2)c1ccc(COc2cccc(Cl)c2)o1
20: NS(=O)(=O)c1ccc(NC(=S)NCCc2ccccc2)cc1
screen / no. | 11 | 12 | 13 | 14 | 15 | 16 | 17 | 18 | 19 | 20
TRb-SRC2 inh | -6% | -2% | 0% | -2% | -5% | -10% | 0% | -4% | 3% | -2%
NPSR antag | 9% | -2%[46.1 µM] | -9%[46.1 µM] | 5% | 6%[46.1 µM] | nt | nt | -6% | ? | -4%
Epigenetic derep | -0.9% | 0.0% | -2.6% | -1.6% | -0.9% | 5.6% | -0.5% | 1.0% | -2.0% | 0.4%
Tau FP inhib | -7% | 13% | 2% | 3% | 1% | ? | -3% | -3% | -11% | -7%
CBFb-RUNX1 inh | 0% | -11% | -1% | 7% | 16% | nt | nt | -6% | 0% | 0%
Tau fluor cs | -1% | -18% | -2% | 3% | 1% | ? | -9% | 4%[2.34 µM] | ? | -3%
GLA spleen mod | 1% | 20% | -5% | -5% | -11% | nt | nt | 4% | 2% | -11%
TR SRC2 fluor cs | -4% | -1% | -1% | 0% | 0% | 0% | -2% | 7% | 1% | 1%

21: Cc1ccc(S(=O)(=O)Nc2cccc(-c3ccc(N4CCC(C)CC4)nn3)c2)s1
22: O=C(N/N=C/c1ccccn1)c1cc(-c2cccc3ccccc23)n[nH]1
23: CC(=O)C1=C(C)NC(SCC(=O)c2cc(Cl)ccc2Cl)=C(C#N)C1c1ccco1 (stereo unspecified)
24: Cc1ccnn1CC(=O)N/N=C/c1c[nH]c2ccccc12
25: O=C1OC2(CCCCC2)OC(=O)C1=CNc1nc2ccccc2s1
26: Cc1c(C)c(C)c(S(=O)(=O)N2CCSCC2)c(C)c1C
27: CC(=O)c1cnn(-c2nc3c(C)cccc3s2)c1C
28: Cc1noc(C)c1COC(=O)c1ccc2c(c1)OCO2
29: COc1cccc(NC(=O)CSc2nc3ccccc3nc2N2CCOCC2)c1
30: COc1ccc(Nc2nc(N3CCCCC3)c3ccccc3n2)cc1
screen / no. | 21 | 22 | 23 | 24 | 25 | 26 | 27 | 28 | 29 | 30
TRb-SRC2 inh | 1% | -1% | -11% | 4% | -4% | -7% | -7% | -4% | -5% | -8%
NPSR antag | nt | 2% | 10µM* | -1% | -9%[46.1 µM] | 41% | -12%[46.1 µM] | -8%[46.1 µM] | nt | ?
Epigenetic derep | 3.4% | -1.0% | -8.8% | -1.0% | 0.0% | 1.1% | 2.0% | 0.7% | 1.0% | -0.3%
Tau FP inhib | -3% | 1% | ? | 3% | 0% | -2% | -2% | -4% | 4% | 6%
CBFb-RUNX1 inh | nt | ? | 7% | 1% | 0% | 10% | 6% | -1% | nt | -17%
Tau fluor cs | -25% | -19% | ? | -7% | -8% | -14% | -14% | -1% | ? | ?
GLA spleen mod | nt | -7% | 6% | 5% | 4% | -2% | 1% | 6% | nt | 7%
TR SRC2 fluor cs | 0% | 0% | 3% | 2% | -1% | -2% | 0% | -2% | 1% | -4%

31: O=[N+]([O-])c1ccc(Cl)c(/C=N/N2CCN(Cc3ccccc3Cl)CC2)c1
32: CCn1c(N)c(Br)c(=O)[nH]c1=O
33: CCOC(=O)CNC(=O)c1cccnc1Oc1ccc(Cl)cc1
34: Cc1cc(C)cc(NC(=O)C2CCCN(c3nccc(C)n3)C2)c1 (stereo unspecified)
35: O=C(COC(=O)c1cnccn1)c1ccc(OC(=O)c2ccccc2)cc1
36: Cc1cccc(C)c1NC(=O)CSCc1cnn(-c2ccccc2)c1-n1cccc1
37: COc1ccc(NC(=O)C2CC(=O)N/C(=N/NC(=O)c3ccc(Cl)cc3)S2)cc1 (stereo unspecified)
38: COc1ccc2c(c1)O[C@@H](c1cccc(C(F)(F)F)c1)[C@H](O)C2=O
39: Cc1cc(C)n(-c2nnc(Cl)c3ccccc23)n1
40: CCOC(=O)Cc1csc(NC(=O)COc2ccccc2OCC)n1
screen / no. | 31 | 32 | 33 | 34 | 35 | 36 | 37 | 38 | 39 | 40
TRb-SRC2 inh | -3% | -6% | 9% | -2% | -6% | -1% | 5% | 2%&0% | 0% | -7%
NPSR antag | -20%[46.1 µM] | 7% | 11% | 24%[46.1 µM] | -6%[46.1 µM] | nt | -14% | -31% | -26% | -6%[46.1 µM]
Epigenetic derep | -1.1% | -0.8% | 0.1% | 0.3% | -7.3% | 0.5% | 0.9% | 0.8%&-0.1% | -1.1% | -0.4%
Tau FP inhib | -2% | ? | 3% | 1% | 1% | 1% | 3% | -6%&-2% | 1% | -3%
CBFb-RUNX1 inh | -14% | 6% | 6% | 5% | 7% | nt | -5% | -1% | 10% | -1%
Tau fluor cs | -24% | -4% | -8% | -3% | 1% | -10% | -22% | -7%&-6% | 6% | -3%
GLA spleen mod | -2% | -4% | 0% | 8% | -9% | nt | -15% | 4%&0% | 6% | -3%
TR SRC2 fluor cs | -2% | -3% | -4% | -1% | 0% | -2% | -1% | -4%&-1% | 3% | -3%

41: CCCCn1c(CN2CCN(C(=O)c3ccco3)CC2)nc2c1c(=O)n(C)c(=O)n2C
42: O=C1OCCN1C(=O)[C@H]1[C@H](c2ccc([N+](=O)[O-])cc2)C(c2ccccc2)=NN1c1ccccc1
43: CNc1nc(-c2ccc3c(c2)CCN3C(=O)c2ccc(F)cc2)cs1
44: CC(C)c1ccc2oc(-c3ccc(NC(=O)c4ncn[nH]4)cc3)nc2c1
screen / no. | 41 | 42 | 43 | 44
TRb-SRC2 inh | 9% | 1% | -3% | -1%
NPSR antag | 5%[46.1 µM] | nt | -14% | -13%[46.1 µM]
Epigenetic derep | 1.0% | 0.1% | -1.3% | -0.8%
Tau FP inhib | -2% | ? | 5% | -17%
CBFb-RUNX1 inh | 8% | -25% | -14% | -5%
Tau fluor cs | -2% | ? | -26% | -9%
GLA spleen mod | 2% | 1% | 7% | 6%
TR SRC2 fluor cs | 0% | -4% | 0% | -1%

Compound activity deposited in PubChem BioAssay by National Center for Advancing Translational Sciences (NCATS).
